Hsp70 displacement = Hsp70 inhibitors, probe displacement, primary screen, biochemical, fluorescence polarization (AID 583); Heat shock 70 kDa protein 1A (Homo sapiens); Hsp70 fluorescence polarization probe displacement, mP; higher % means a stronger effect; displacement, % at 20 µM; hits with a dose series show IC50 in µM; hit rate 0.06% among 140,000; in the data active means displacement above about 50%;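 further: plate controls were vehicle for no effect and reference ligand for full effect; a part of the inactive calls stands beside numbers as strong as those of hits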
MKP-3 inhibition = MKP-3 phosphatase inhibitors, primary screen, biochemical, rat enzyme, in vitro (AID 425); recombinant MKP-3 phosphatase activity, fluorescence; higher % means a stronger effect; Dual specificity protein phosphatase 6 (Rattus norvegicus); inhibition, % at 20 µM; hits with a dose series show IC50 in µM; hit rate 0.17% among 110,000; in the data active means inhibition above about 50%;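 further: plate controls were vehicle for no effect and reference inhibitor for full effect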
* = called active by the depositor; x = not tested or not shown; & = joins results of further samples. An excerpt; the hit share may differ from the screen's.

SMILES	Hsp70 displacement	MKP-3 inhibition
COc1nccnc1NS(=O)(=O)c1ccc(NC(=O)c2ccc(S(=O)(=O)N(C)C)cc2)cc1	2.8%	0.9%
COc1ccc(-c2noc(-c3ccc(C)c([N+](=O)[O-])c3)n2)cc1OC	-1.5%	1.6%
COc1ccccc1-c1nc2n(n1)C(c1cccs1)C(C(=O)Nc1cccnc1)=C(C)N2 (configuration not stated)	-1.7%	-16.5%
CCOC(=O)Nc1cc(C(=O)OC)cc(C(=O)OC)c1	-1.5%	-9.7%
O=C(N/N=C/c1cc([N+](=O)[O-])ccc1O)/C(=C/c1cccs1)NC(=O)c1ccccc1	2.4%	0.4%
CCCc1cc(O)c2c(C)cc(=O)oc2c1	1.6%	x
N#Cc1ccccc1NC(=O)c1ccccc1OCC(=O)Nc1ccc2c(c1)oc1ccccc12	-1.2%	4.5%
COCCn1c(SCC(=O)c2ccc(Cl)cc2)nnc1C(C)C	-4.1%	1.9%
CCOc1ccc(CNc2ccc(N3CCCC3)cc2)cc1	6.6%	27.4%
CCC(C)(C)n1nnnc1C(c1cc2ccc(OC)cc2[nH]c1=O)N1CCN(C2CCCCC2)CC1 (configuration not stated)	3.4%	-4.8%
CCOC(=O)N1CCN(C(=O)c2ccc(CS(=O)(=O)c3ccccc3OC)o2)CC1	-0.4%	-0.4%
Cc1ccc(C(=O)c2ccc(Br)cc2)cc1S(=O)(=O)Nc1cccc(O)c1	-0.3%	-0.4%
CCCc1cc(-c2n[nH]c(C(=O)OCC)c2-c2cscn2)c(O)cc1O	-1.5%	x
CC1CCc2c(sc(NC(=O)COc3ccc(Cl)cc3Cl)c2C#N)C1 (configuration not stated)	5.8%	1.1%
CCN1C(=O)/C(=C\c2ccc(OC)c([N+](=O)[O-])c2)C(C(=O)OC)=C1C	-2.5%	2.3%
COc1ccc(-c2ccc(CO)o2)cc1	-2.7%	-2.7%
COCCNC(=O)c1ccc(Cl)c(Cl)c1	-2.9%	-11.8%
CC(C)Oc1ccc(C(=O)N(Cc2ccco2)C2CCS(=O)(=O)C2)cc1 (configuration not stated)	2.0%	-4.8%
COc1cccc(N2CCN(Cc3cccnc3)CC2)c1	1.0%	0.5%
CN1CCCC1CCNS(=O)(=O)c1ccc(Br)cc1 (configuration not stated)	4.1%	x
COc1ccc(S(=O)(=O)NC2CCS(=O)(=O)C2)cc1 (configuration not stated)	-3.1%	-1.2%
CC1=CC(C)(C)N(C(=O)CN2C(=O)CCC2=O)c2ccccc21	0.4%	1.0%
COc1ccc(/C=C/C(=O)Nc2nc(-c3ccc(Cl)cc3)cs2)cc1OC	0.2%	-1.1%
CCOC(=O)c1[nH]c(C)c(CN(Cc2ccco2)C(=O)C(F)(F)F)c1C	-3.5%	-2.9%
CCC(C)(CC(=O)N(C)CCC#N)c1ccccc1 (configuration not stated)	-0.8%	-4.1%
N#CC1=C(SCc2ccccc2)NC2=C(C(=O)CCC2)C1c1ccc2c(c1)OCO2 (configuration not stated)	-7.9%	-4.0%
c1ccc(N2N=C(c3cccs3)CC2c2cccs2)cc1 (configuration not stated)	1.2%	-0.1%
CCN(CC)c1ccc(NC(=O)c2cc(Br)ccc2OC)cc1	1.9%	-3.6%
COc1ccc(Cl)cc1S(=O)(=O)Nc1cccc(C(=O)O)c1	3.2%	2.7%
Cc1ccc(-c2nnc(SCC#CCOC(=O)c3ccco3)o2)cc1	6.8%	x
COc1ccc(-c2nc3ccccc3c(C(=O)NC(C)(C)C)c2C)cc1	-0.4%	4.0%
Cc1cc(C)cc(N2C(=O)NC(=O)/C(=C\c3cc(Cl)c(OCC(=O)O)c(Cl)c3)C2=O)c1	3.1%	0.0%
Cc1ccc(-c2nnn(CC(=O)N(CC(=O)NCC3CCCO3)c3ccccc3)n2)o1 (configuration not stated)	-1.3%	-7.4%
O=C(Cn1cccc1)N1CCc2ccccc21	7.1%	8.7%
CCC(C)(C)NC(=O)CN(Cc1cccs1)C(=O)CNS(=O)(=O)c1ccc(C)cc1	-2.0%	x
c1ccc(N2CCN(c3nc(-c4ccccn4)nc4ccccc34)CC2)cc1	3.5%	-2.2%
CCC1(C)Cc2c(sc3[nH]c(=O)[nH]c(=O)c23)CS1 (configuration not stated)	3.0%	3.4%
CC(CCc1ccccc1)NCC#N (configuration not stated)	-1.5%	0.4%
CC(C)(C)NC(=O)C1CC(=O)OC12CCCCC2 (configuration not stated)	1.3%	-2.8%
CCCc1nnc(NC(=O)CSc2ncn[nH]2)s1	12.7%&-1.6%	-6.1%&1.9%

Record cards (already shown). Order of screens: Hsp70 displacement, MKP-3 inhibition
Entry for `COc1ccc(-c2nc3ccccc3c(C(=O)NC(C)(C)C)c2C)cc1` : -0.4%, 4.0%
Entry for `O=C(Cn1cccc1)N1CCc2ccccc21` : 7.1%, 8.7%
Entry for `CCC1(C)Cc2c(sc3[nH]c(=O)[nH]c(=O)c23)CS1` (configuration not stated) : 3.0%, 3.4%

Following part
SMILES	Hsp70 displacement	MKP-3 inhibition
CN1CCN(c2ccc([N+](=O)[O-])c(NCCOc3ccc(Cl)cc3)c2)CC1	5.5%	0.8%
Cc1ncoc1C(=O)Nc1ccccc1C(N)=O	-1.8%	-4.9%
CC1=CC(C)(C)N2C(=O)C3(C(C#N)=C(N)Oc4cc(O)ccc43)c3c(C)c(C)cc1c32 (configuration not stated)	1.6%	x
Cc1ccc(-c2nn(-c3ccccc3)cc2/C=C(\C#N)C(N)=O)o1	0.6%	1.4%
COc1ccc(C(=O)NC(C)c2nnc(SCC(=O)Nc3nc(C)cs3)n2C)cc1 (configuration not stated)	5.2%	x
CS(=O)(=O)Nc1ccc(C(=O)NCCSC2CCCCC2)cc1	-2.6%	x
CCCCSc1ncc(C(=O)OCC)c(N)n1	2.5%	x
COc1ccc(CNC(=O)CN2CCC(C(=O)c3ccc(OC)cc3)CC2)cc1	3.4%	-4.7%
CCC(CO)N1CC2([N+](=O)[O-])C=CCC([N+](=O)[O-])(C1)C2 (configuration not stated)	-9.7%	2.8%
CC(NC(=O)C1CCCCC1)c1ccc2c(c1)OCCO2 (configuration not stated)	3.3%	-2.7%
COc1ccc(/C(N)=N/OC(=O)CSc2ccc(C)cc2)cc1	-3.3%	x
CC(=O)c1cccc(NC(=O)C2CC(=O)N(c3cccc(C)c3C)C2)c1 (configuration not stated)	x	-9.2%
COc1ccc(/C=N/N2CCN(Cc3cccc4ccccc34)CC2)c(OC)c1	0.9%	3.1%
O=c1/c(=C/c2cc(Br)ccc2OCc2ccccc2F)sc2nc3ccccc3n12	1.1%	-1.8%
COc1ccc(C2CC(=O)C3=C(C2)Nc2ccccc2NC3c2cc(Br)c(OC)c(OC)c2)cc1 (configuration not stated)	-2.6%	6.3%
CC(C)CCOCC(=O)Oc1ccccc1C(=O)O	14.4%	-12.6%
CCn1c(=N)n(CC(=O)OC)c2ccccc21	0.5%	-3.1%
O=[N+]([O-])c1ccccc1NN=C1CCCC1	4.0%	4.5%
CCCCC(=O)NC(=S)NNC(=O)CC#N	3.1%	x
Cc1cc(=O)oc2cc(OCC(=O)N3CC(C)OC(C)C3)ccc12 (configuration not stated)	9.9%	x
O=S(=O)(Nc1ccc(-c2nc3ccccc3s2)c(O)c1)c1ccccc1	4.4%	-0.2%
CN1c2ccccc2-c2nc3ccccc3n2C1c1ccco1 (configuration not stated)	1.3%	-5.4%
Cc1ccc(Nc2cc(-n3nc(C)cc3C)ncn2)cc1	5.2%&4.4%	-0.4%&10.6%
Cc1cc(NC(=O)CN2C(=O)CC(c3ccco3)Sc3ccccc32)no1 (configuration not stated)	5.4%	-7.3%
CN(C(=O)CSc1nnc2ccccn12)C1CCS(=O)(=O)C1 (configuration not stated)	2.3%	x
O=C(NCc1ccco1)/C(=C/c1ccc(F)cc1)NC(=O)c1ccccc1	-0.5%	2.0%
Cc1cc(OCC(=O)Nc2ccccc2)ccc1Cl	3.2%	4.6%
O=C(Cc1ccccc1)Nc1ccc(-c2nc3ccccc3s2)c(O)c1	4.2%	-2.2%
O=C1C2C3C=CC(C3)C2C(=O)N1c1cc(Cl)ccn1 (configuration not stated)	-0.5%	1.5%
O=C1C2C(C(=O)N1/N=C/c1ccc(Cl)cc1)C1C=CC2C12CC2 (configuration not stated)	1.7%	-2.4%
CCOC(=O)c1c(C)oc2cc(Br)c(OC(C)=O)c(OC(C)=O)c12	4.4%	-2.0%
CC(=O)Nc1ccc(OCC(O)Cn2c3ccccc3c3ccccc32)cc1 (configuration not stated)	-2.3%	6.1%
COC(=O)CSC1=C(C#N)C(c2ccc3c(c2)OCO3)C2=C(CCCC2=O)N1 (configuration not stated)	-0.6%	x
CSCCOC(=O)C1=C(C)Nc2ccc(C)cc2S1	3.6%	x
CCOc1ccc(C2C(C(=O)c3ccco3)=C(O)C(=O)N2CCCn2ccnc2)cc1 (configuration not stated)	7.3%	-6.7%
Cc1ccc(C2(c3ccc(C)cc3)CC2C(=O)Nc2ccc([N+](=O)[O-])cc2O)cc1 (configuration not stated)	3.8%	-3.7%
CCN(CC)Cc1c(O)ccc2c(=O)c(-c3ccc(Cl)cc3)coc12	-1.8%	2.3%
Cc1oc(-c2cccc(Cl)c2)nc1CN1CCC(C(=O)NCc2cccnc2)CC1	4.0%	-0.5%
COc1ccc(C2C(C(=O)OCC(C)C)=C(C)NC3=C2C(=O)CC(c2ccccc2)C3)c(OC)c1 (configuration not stated)	3.7%	7.7%
COc1ccc(CCNC(=O)C(=O)Nc2cc(Cl)ccc2C)cc1	-0.1%	-1.0%

An excerpt from above in order of the Hsp70 displacement value, low to high:
SMILES	Hsp70 displacement	MKP-3 inhibition
O=C(NCc1ccco1)/C(=C/c1ccc(F)cc1)NC(=O)c1ccccc1	-0.5%	2.0%
CC1=CC(C)(C)N2C(=O)C3(C(C#N)=C(N)Oc4cc(O)ccc43)c3c(C)c(C)cc1c32 (configuration not stated)	1.6%	x
O=S(=O)(Nc1ccc(-c2nc3ccccc3s2)c(O)c1)c1ccccc1	4.4%	-0.2%
CN1CCN(c2ccc([N+](=O)[O-])c(NCCOc3ccc(Cl)cc3)c2)CC1	5.5%	0.8%
O=C(Cn1cccc1)N1CCc2ccccc21	7.1%	8.7%

Following part
SMILES	Hsp70 displacement	MKP-3 inhibition
CCOc1cccc2sc(NC(=O)c3cccc([N+](=O)[O-])c3)nc12	1.2%	1.0%
CN(C)CCn1c(NC(=O)c2ccc(Cl)cc2)nc2ccccc21	11.2%	x
Cc1cc(/C=C2/SC(=O)NC2=O)c(C)n1-c1cccc(Cl)c1	-7.2%	2.6%
Cc1ccc(Nc2nc3nonc3n3cnnc23)cc1C	-2.7%	3.2%
CCC(C)c1ccc(NC(=O)C2CCCN(c3ncccn3)C2)cc1 (configuration not stated)	4.0%	-7.3%
CCOC(=O)c1c(C)[nH]c(C)c1C(=O)CSc1nnc(-c2ccc(OC(F)F)cc2)o1	9.0%	x
CCC(=O)Nc1nnc(SCc2ccc(F)cc2)s1	4.5%	x
O=C(NCc1ccco1)c1nc2c(nnn2Cc2cccc(Cl)c2)c(=O)[nH]1	-3.0%	x
COc1cc(/C=C2\SC(=S)N(c3ccc(F)cc3)C2=O)cc(OC)c1OC	2.5%	-0.9%
Cc1cc(C(F)(F)F)nn1CC(=O)Nc1ccc(OC(F)(F)F)cc1	5.0%	1.4%
Nn1c(Cc2cccc3ccccc23)nnc1SCC(=O)N1CC(=O)Nc2ccccc21	10.3%	x
CN(C)CCNc1ncnc2c1cnn2-c1ccc(Cl)cc1	2.1%	0.8%
Cc1ccc(NCc2nnc(SCC(=O)Nc3ccccc3)n2CC2CCCO2)c(C)c1 (configuration not stated)	0.5%	7.4%
O=C(Nc1ccccc1O)c1ccccc1O	-4.1%	-2.8%
COc1cc(C(=O)Nc2cccc3ncccc23)cc(OC)c1OC	8.7%	-1.4%
CCCS(=O)(=O)N1CCC(C(=O)NCCc2ccc(C)cc2)CC1	-5.7%	5.8%
COc1cc2c(cc1OC)CN(C(=O)CCCOc1ccc(Cl)cc1Cl)CC2	-7.4%	x
CCOc1ccccc1NC(=O)c1cnc2n(c1=O)CCS2	-2.9%	10.8%
O=C(Cn1cc2c(n1)CCCC2)NC1CCN(Cc2ccccc2)CC1	1.0%	-5.7%
CCn1c(=O)c2cc(S(=O)(=O)NC3CCCCC3)ccc2n(CC)c1=O	4.1%	-10.2%
Cc1sc2nc(-c3cccs3)nc(N3CCCN(C)CC3)c2c1C	-1.9%	-10.4%
Cc1cccc(CSc2nnnn2-c2ccccc2)c1	3.7%	x
CCCCOC(=O)Nc1ccc(S(=O)(=O)Nc2cc(C)ccc2C)cc1	6.6%	0.0%
CCC(C)(C)n1nnnc1C(c1cc2ccc(OC)cc2[nH]c1=O)N1CCc2ccccc2C1 (configuration not stated)	1.3%	-6.2%
Cc1ccc(S(=O)(=O)n2nc(OC(=O)C(C)(C)C)cc2N)cc1	-3.1%	2.6%
CCCSc1nnc2nc(C)cc(C)n12	-3.3%	-5.8%
Cc1cccc(C)c1NC(=O)CC(NCc1ccco1)C(=O)O (configuration not stated)	-3.7%	-4.7%
O=C(C1CCN(S(=O)(=O)c2ccc(F)cc2)CC1)N1CC=C(c2ccccc2)CC1	3.9%	-3.9%
CCN(CC)C(=O)N1CCc2ccccc2C1CN1C(=O)c2ccccc2C1=O (configuration not stated)	-1.8%	x
COc1ccccc1CNC(=O)C(C)NS(=O)(=O)c1ccccc1 (configuration not stated)	2.5%	-11.8%
O=C(CCN1CCCCCC1)Nc1cccc(F)c1	15.8%	x
CC1=C(C(=O)Nc2ccccc2)C(c2ccc(-c3ccccc3)cc2)NC(=S)N1 (configuration not stated)	4.8%	2.6%
C=CCc1cccc2cc(C(=O)N3CCN(Cc4ccccc4)CC3)c(=O)oc12	-0.4%	0.5%
COc1cccc(/C=C2\C(=O)NC(=O)N(c3cc(C)cc(C)c3)C2=O)c1OC	2.9%	-1.0%
